# Screening data from PubChem BioAssay.
# GASC-1 inh: human JMJD2C demethylase inhibition. GST-JMJD2C(1-420) H3K9me3 demethylation, DELFIA europium. inhibition, % at 2.35 µM. Q9H3R0. 330,000 tested, 0.069% active;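 active means more than half of a compound's replicate wells show inhibition beyond 50%, single wells judged on their own value; inconclusive means some, but no more than half, of replicates pass 50% inhibition; inactive means no replicate passes 50% inhibition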;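 further: signal counts dimethyl H3K9 product captured on neutravidin plate; 0% = median of DMSO wells and 100% = 0.3 times that DMSO median; strong numbers were not always called active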
# Target sequence (Q9H3R0 1-420 limits assumed): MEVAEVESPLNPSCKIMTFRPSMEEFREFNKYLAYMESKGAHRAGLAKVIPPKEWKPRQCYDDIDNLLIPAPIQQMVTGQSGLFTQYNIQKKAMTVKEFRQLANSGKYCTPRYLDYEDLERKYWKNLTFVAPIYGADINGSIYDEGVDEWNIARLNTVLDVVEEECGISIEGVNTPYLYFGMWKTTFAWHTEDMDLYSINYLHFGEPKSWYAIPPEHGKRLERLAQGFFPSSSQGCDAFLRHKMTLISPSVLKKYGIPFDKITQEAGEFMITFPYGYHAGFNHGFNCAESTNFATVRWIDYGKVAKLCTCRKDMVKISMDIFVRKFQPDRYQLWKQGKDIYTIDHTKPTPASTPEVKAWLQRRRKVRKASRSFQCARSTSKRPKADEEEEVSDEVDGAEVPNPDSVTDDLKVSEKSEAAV
# LAP4-GFP MLPCN: modulators of TOR pathway LAP4-GFP in S. cerevisiae | S. cerevisiae LAP4-GFP multiplex, flow cytometry GFP, 3 h; median GFP as percent of DMSO wells | GFP response vs DMSO, % at 10 µM | 320,000 tested, 0.34% active | AID 2023;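 active means GFP response vs DMSO above a set limit, about the screen mean plus 3 SD, cut at about 150% in these data; inconclusive means under 70 cell events counted for the yeast strain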
# AGP1 TOR yeast: modulators of TOR pathway AGP1-GFP in S. cerevisiae. S. cerevisiae AGP1-GFP multiplex flow cytometry, 3 h; GFP as percent of DMSO wells. 320,000 tested, 0.02% active. GFP response vs DMSO, % at 10 µM;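 active means GFP response relative to DMSO above a set limit, near screen average plus 3 SD, cut at about 150% in these data; inconclusive means fewer than 70 cells counted for the yeast strain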;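 further: median GFP channel fluorescence of the gated AGP1 strain per well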
# RPL19A-GFP yeast: alters RPL19A-GFP fluorescence in TOR pathway yeast screen | S. cerevisiae RPL19A-GFP strain, flow cytometry, 3 h; active compounds read low | percent response vs DMSO, % at 10 µM | 330,000 tested, 0.3% active | AID 2025;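 active means percent response vs DMSO below 50%; inconclusive means fewer than 70 events counted for the yeast strain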;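 further: median channel GFP fluorescence of the barcoded RPL19A-GFP strain; ratio of sample median GFP to plate DMSO average so 100% = DMSO; lower means less RPL19A-GFP as with rapamycin TOR inhibition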
# VLA-4 inh: inhibition in a human VLA-4 binding assay; P13612; VLA-4 expressing cells, ligand binding flow cytometry; inhibition, % (about 7 µM as worked out from the volumes in the protocol); 330,000 tested, 0.2% active; AID 2557; in the data active means inhibition above about 50%
# CIT2 TOR yeast: yeast TOR pathway CIT2-GFP modulation | GFP response vs DMSO, % at 10 µM | S. cerevisiae CIT2-GFP strain, flow cytometry, 3 h; 100 means same as DMSO wells | 320,000 tested, 0.065% active;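 active means GFP response relative to DMSO above a set limit, near the screen mean plus 3 SD, cut at about 150% in these data; inconclusive means Fewer than 70 cells measured for a yeast strain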;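 further: ratio of well median GFP fluorescence to mean of DMSO wells on the plate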
# MEP2-GFP yeast: yeast TOR pathway MEP2-GFP modulation; S. cerevisiae MEP2-GFP strain, flow cytometry GFP, 3 h; 100% = DMSO control level; GFP response vs DMSO, % at 10 µM; 330,000 tested, 0.51% active;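 active means GFP response versus DMSO above a set limit, roughly screen mean plus 3 SD, cut at about 180% in these data; inconclusive means fewer than 70 cells counted for a yeast strain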;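 further: median GFP fluorescence of the barcode-gated MEP2-GFP cells per well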
# GRK2 inh: blocks RNA aptamer binding to human GRK2; P25098; bead flow cytometry, FAM-aptamer displacement from GRK2; inhibition of aptamer binding, % at 10 µM; 330,000 tested, 0.59% active; AID 488847;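 active means inhibition of aptamer binding above 40%, roughly 3 SD of noise, on plates passing a quality check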;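 further: median bead fluorescence of bound FAM aptamer so fluorescent compounds give negative values; no value below 0 was filed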
# Target sequence (P25098 whole entry, looked up): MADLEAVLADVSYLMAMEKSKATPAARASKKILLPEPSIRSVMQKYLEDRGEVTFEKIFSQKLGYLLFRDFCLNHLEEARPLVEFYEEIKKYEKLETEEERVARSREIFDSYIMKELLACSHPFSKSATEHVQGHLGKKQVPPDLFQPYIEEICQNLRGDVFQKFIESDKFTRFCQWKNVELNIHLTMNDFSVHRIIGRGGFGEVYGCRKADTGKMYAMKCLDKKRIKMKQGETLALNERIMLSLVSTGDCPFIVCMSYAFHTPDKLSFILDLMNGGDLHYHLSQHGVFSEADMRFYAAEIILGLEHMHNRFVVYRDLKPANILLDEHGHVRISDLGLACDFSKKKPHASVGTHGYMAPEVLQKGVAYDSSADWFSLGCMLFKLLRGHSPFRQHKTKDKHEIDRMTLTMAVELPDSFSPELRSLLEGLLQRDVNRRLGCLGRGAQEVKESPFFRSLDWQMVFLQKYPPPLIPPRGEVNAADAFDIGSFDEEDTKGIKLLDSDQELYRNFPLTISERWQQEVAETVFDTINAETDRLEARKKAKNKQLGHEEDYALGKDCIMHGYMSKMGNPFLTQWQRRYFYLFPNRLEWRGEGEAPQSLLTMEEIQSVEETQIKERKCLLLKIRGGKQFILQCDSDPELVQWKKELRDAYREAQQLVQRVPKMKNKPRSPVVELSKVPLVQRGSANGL
# * = called active by the depositor; ? = inconclusive; . = no result given.
# The first four records (preview)
SMILES,GASC-1 inh,LAP4-GFP MLPCN,AGP1 TOR yeast,RPL19A-GFP yeast,VLA-4 inh,CIT2 TOR yeast,MEP2-GFP yeast,GRK2 inh
Cc1ccc(-n2ncc3c(=O)n(CC(=O)N4CCN(c5ccccc5)CC4)cnc32)cc1,3,104,105,99,-6,100,98,0
O=S(=O)(c1ccc(N2CCOCC2)cc1)N1CCOCC1,-3,89,93,93,-4,100,96,0
Cc1ccc(C)c(S(=O)(=O)Nc2ccc(S(=O)(=O)Nc3ncccn3)cc2)c1,2,93,104,100,2,104,98,0
Cc1nn(CC(=O)NC2CCC(C)CC2)c(=O)c(C#N)c1C (stereo not drawn),-7,102,101,99,-8,94,103,1

# The listing (from the top)
SMILES,GASC-1 inh,LAP4-GFP MLPCN,AGP1 TOR yeast,RPL19A-GFP yeast,VLA-4 inh,CIT2 TOR yeast,MEP2-GFP yeast,GRK2 inh
Cc1ccc(-n2ncc3c(=O)n(CC(=O)N4CCN(c5ccccc5)CC4)cnc32)cc1,3,104,105,99,-6,100,98,0
O=S(=O)(c1ccc(N2CCOCC2)cc1)N1CCOCC1,-3,89,93,93,-4,100,96,0
Cc1ccc(C)c(S(=O)(=O)Nc2ccc(S(=O)(=O)Nc3ncccn3)cc2)c1,2,93,104,100,2,104,98,0
Cc1nn(CC(=O)NC2CCC(C)CC2)c(=O)c(C#N)c1C (stereo not drawn),-7,102,101,99,-8,94,103,1
COc1ccc(C2=NOC(COc3ccc4c(C)cc(=O)oc4c3)C2)c(OC)c1 (stereo not drawn),-18,131,96,98,-16,92,103,6
COc1ccc(-n2c(SCC(=O)N3CCCCC3)nc(O)cc2=O)cc1,-4,99,101,92,17,96,95,0
COc1cc2c(cc1OC)C(C(=O)Nc1ccc3c(c1)OCCO3)C(c1cccnc1)N(C)C2=O (stereo not drawn),6,103,99,100,0,105,108,0
Cc1ccc(S(C)(=O)=O)cc1S(=O)(=O)Nc1ccccc1,-6,83,92,100,-6,95,93,2
COCCCNC(=O)Cn1nc(-c2ccccc2OC)ccc1=O,3,107,99,91,2,103,102,0
COc1cccc(OC)c1C(=O)Nc1ccc(CN2CCCCC2)cc1,104,97,104,102,-1,.,105,2
COc1ccccc1Nc1nc(N)nc(CSc2nnc(C)s2)n1,-9,97,93,95,17,87,99,0
CC(=O)Nc1ccc(N(C(=O)c2cnccn2)C(C(=O)NC2CCCCC2)c2ccc(O)cc2)cc1 (stereo not drawn),6,107,109,111,16,113,110,0
COc1ccccc1NS(=O)(=O)c1cc(NC(=O)C2CCCC2)ccc1N1CCOCC1,9,96,99,104,7,107,103,1
Oc1ccc(-c2nc(-c3ccc(O)c(O)c3)cs2)cc1,16,93,101,101,28,91,103,1
COc1ccc(NC(=O)COC(=O)c2cccn2C)cc1S(=O)(=O)N1CCCCC1,1,113,107,97,4,105,106,1
COC(=O)c1cc(-c2ccc(Br)cc2)c2c(=O)[nH]c(=O)n(C)c2n1,-12,101,92,99,-11,96,109,1
COc1ccc2c(c1)C(NC(C)=O)C(=O)N2C (stereo not drawn),2,102,100,99,-124,100,101,2
O=C(NCc1nc2ccccc2[nH]1)c1cccc(S(=O)(=O)N2CCOCC2)c1,-1,102,103,103,3,112,109,0
Cc1ccc(OCCCSc2n[nH]c(N)n2)cc1,-3,93,104,103,5,105,103,0
COC(=O)c1sc(-c2ccc(C(C)(C)C)cc2)cc1NC(=O)/C=C/C(=O)O,4,106,93,95,-30,84,95,1
COc1ccc(-n2c(=S)[nH]c3cc(C(=O)Nc4cc(OC)c(OC)c(OC)c4)ccc3c2=O)c(OC)c1,1,97,101,104,13,102,105,1
COC(=O)c1cccc(S(=O)(=O)N2CCC(C)CC2)c1,5,91,105,102,18,105,105,5
S=C1NC2(CCCCC2)NN1c1ccccc1,-14,88,93,107,20,113,98,0
COc1ccc2[nH]c(=O)c(C(=O)O)cc2c1,-2,103,112,106,7,101,98,0
CCc1ccc(Nc2n[n+](-c3ccccc3)c(-c3c(Cl)cccc3Cl)s2)cc1,-1,119,81,91,-1,68,85,0
CCOc1cc(/C=C2\C(=N)N3N=C(S(C)(=O)=O)SC3=NC2=O)ccc1OCCOc1cccc(OC)c1,-27,92,84,99,43,103,117,0
O=C(c1nn2c(C(F)(F)F)cc(-c3ccco3)nc2c1Br)N1CCCc2ccccc21,6,101,93,93,4,87,95,0
C#CCN(Cc1ccco1)C(=O)c1cc(COc2ccc(F)cc2Cl)on1,2,103,103,100,-4,100,103,4
O=C(COc1cccnc1[N+](=O)[O-])NCCc1ccc(Cl)cc1Cl,-21,101,105,105,8,100,103,0
O=C(c1ccco1)N1CCN(C/C=C/c2ccccc2)CC1,3,99,104,100,3,103,94,2

# Molecules shown so far with fluorine (2):
SMILES,GASC-1 inh,LAP4-GFP MLPCN,AGP1 TOR yeast,RPL19A-GFP yeast,VLA-4 inh,CIT2 TOR yeast,MEP2-GFP yeast,GRK2 inh
O=C(c1nn2c(C(F)(F)F)cc(-c3ccco3)nc2c1Br)N1CCCc2ccccc21,6,101,93,93,4,87,95,0
C#CCN(Cc1ccco1)C(=O)c1cc(COc2ccc(F)cc2Cl)on1,2,103,103,100,-4,100,103,4

# Next results follow.
SMILES,GASC-1 inh,LAP4-GFP MLPCN,AGP1 TOR yeast,RPL19A-GFP yeast,VLA-4 inh,CIT2 TOR yeast,MEP2-GFP yeast,GRK2 inh
Nc1ccc(-c2nc3ncccc3o2)cc1,-2,82,99,102,7,106,102,0
CSc1ccc(C(=O)/C=C/c2ccc(N)cc2)cc1,0,96,88,98,10,87,93,15
COc1cc(OC)cc(C(=O)NCc2ccc3c(c2)OCO3)c1,-1,95,89,101,17,99,100,0
Cc1cc(C)c(NC(=O)Nc2ccccc2)c(C)n1,-4,100,106,97,31,102,103,0
Cc1csc2nc(O)c(C(=O)NCCC3=CCCCC3)c(=O)n12,?,95,81,97,9,66,90,0
Cc1nnc(Nc2ccc(Cl)cc2)n(N)c1=O,5,97,117,105,37,107,107,0
COC(=O)CSc1nc2c(c(-c3ccc(C)o3)c1C#N)CCCC2,-5,105,97,.,-4,95,94,6
Clc1cccc(CNCC2CCCO2)c1Cl (stereo not drawn),3,86,104,108,15,108,108,0
NC(=O)CSCc1cccc(Br)c1,-2,101,103,99,-9,99,102,0
CC1CCc2sc3ncn4nc(C(=O)NCc5ccco5)nc4c3c2C1 (stereo not drawn),4,94,91,100,21,.,93,2
O=C(NC1C2CC3CC(C2)CC1C3)C1CC1 (stereo not drawn),1,109,97,97,10,101,98,0
CCC(NC(=O)Nc1ncccc1C)(C(F)(F)F)C(F)(F)F,-13,96,98,96,1,99,93,5
CCS(=O)(=O)Nc1cccc(C(=O)O)c1,1,104,110,103,-14,101,104,5
Cc1cc(C(=O)CN2C(=O)NC(C)(c3cccc(Br)c3)C2=O)c(C)n1Cc1ccco1 (stereo not drawn),2,96,101,.,3,104,94,3
CN(C)CCCN(C(=O)C1COc2ccccc2O1)c1nc2ccc(F)cc2s1 (stereo not drawn),0,103,107,98,5,101,96,0
CCOC(=O)c1c(NC(=O)CC2Nc3ccccc3NC2=O)sc(C)c1C (stereo not drawn),10,91,99,98,2,104,101,36
CCOc1cc(CNC)ccc1OCC(=O)NC(C)(C)C,-9,93,103,104,0,99,107,2
O=C(COC(=O)c1cc([N+](=O)[O-])ccc1N1CCOCC1)c1ccc(F)cc1,11,107,106,98,34,99,100,0
COC(=O)CN(C#N)c1nc(SC)nc(N(C)C)n1,?,107,103,101,3,100,107,0
CC(=O)c1c[nH]c(C(=O)NCc2cccc(C(F)(F)F)c2)c1,10,88,99,106,-1,106,106,2
COc1ccc2c(c1)C(c1cccs1)=NNC(c1cccnc1)=N2,-6,101,104,100,2,94,101,0
O=C(O)CC(NC(=O)Cc1ccccc1)c1cc([N+](=O)[O-])ccc1Cl (stereo not drawn),-24,96,98,95,16,101,98,5
O=C(NNC(=O)c1ccc(Cl)nc1)c1ccncc1,0,97,97,97,4,102,99,16
O=CN1CCN(C(=O)CC(c2ccccc2)c2cc(Br)ccc2O)CC1 (stereo not drawn),-6,84,99,101,11,97,95,2
O=C(CSc1nnnn1-c1cccc2ccccc12)Nc1ccc(N2CCOCC2)c(Cl)c1,1,101,102,101,1,103,103,4
COc1ccc(Cl)cc1NC(=S)N(CCN1CCOCC1)C1CCN(C(C)=O)CC1,-9,100,102,99,3,104,98,4
CCN(C(=O)COC(=O)/C=C/c1ccc(O)c(OC)c1)C1CCS(=O)(=O)C1 (stereo not drawn),6,89,89,98,16,96,105,3
Cc1nc2ccccc2n1C(=O)N1CCOCC1,6,100,108,102,5,110,102,0
O=C(Nc1ccccc1-c1ccccc1)c1cccc(C(F)(F)F)c1,8,96,102,104,14,97,101,0
COc1ccc(CSc2nnnn2-c2ccc(C(N)=O)cc2)cc1[N+](=O)[O-],26,111,110,99,-4,119,105,0

# Grouped by structure, those above containing a CF3 group.
SMILES,GASC-1 inh,LAP4-GFP MLPCN,AGP1 TOR yeast,RPL19A-GFP yeast,VLA-4 inh,CIT2 TOR yeast,MEP2-GFP yeast,GRK2 inh
O=C(c1nn2c(C(F)(F)F)cc(-c3ccco3)nc2c1Br)N1CCCc2ccccc21,6,101,93,93,4,87,95,0
CCC(NC(=O)Nc1ncccc1C)(C(F)(F)F)C(F)(F)F,-13,96,98,96,1,99,93,5
CC(=O)c1c[nH]c(C(=O)NCc2cccc(C(F)(F)F)c2)c1,10,88,99,106,-1,106,106,2
O=C(Nc1ccccc1-c1ccccc1)c1cccc(C(F)(F)F)c1,8,96,102,104,14,97,101,0

# Further compounds.
SMILES,GASC-1 inh,LAP4-GFP MLPCN,AGP1 TOR yeast,RPL19A-GFP yeast,VLA-4 inh,CIT2 TOR yeast,MEP2-GFP yeast,GRK2 inh
CC(CCc1ccccc1)NC(=O)[C@@H]1Cc2ccccc2CN1 (stereo partly drawn),5,92,97,109,-6,100,107,14
COc1cc(OC)cc(C(=O)NNC(=S)Nc2ccc(S(N)(=O)=O)cc2)c1,-8,99,102,99,16,99,94,0
O=C(C1=C[C@H](c2coc3ccccc3c2=O)C[C@H](OCc2ccc(CO)cc2)O1)N1CCN(Cc2ccc3c(c2)OCO3)CC1,-3,112,97,105,-8,112,106,1
O=C(COC(=O)Cn1cnc2ccccc21)Nc1cccc2c1C(=O)c1ccccc1C2=O,0,89,93,102,7,98,100,7
CC1CN(C(=O)C(C)Sc2nc3ccccc3s2)CC(C)O1 (stereo not drawn),6,103,104,101,5,104,112,1
CCCC[C@@H]1CNC(=S)N1CCCC,-4,135,83,96,21,69,97,2
O=C1CNC(=O)N1Cc1ccc(Br)cc1,-18,98,92,.,15,101,123,1
CCCCNS(=O)(=O)c1cc2c3c(c1)CCN3C(=O)CC2,-1,106,114,111,19,117,103,0
O=C(c1ccccc1)N1CCN(c2ccc([N+](=O)[O-])c(N3CCOCC3)c2)CC1,2,93,98,103,10,96,100,3
Cc1cccc(C(=O)OCC(=O)NCCCc2ccccc2)c1O,-12,94,96,93,-2,100,97,38

# Taken from above:
# VLA-4 inh with O=C1CNC(=O)N1Cc1ccc(Br)cc1 → 15
# GRK2 inh with Cc1cccc(C(=O)OCC(=O)NCCCc2ccccc2)c1O → 38
# MEP2-GFP yeast with CC(CCc1ccccc1)NC(=O)[C@@H]1Cc2ccccc2CN1 (stereo partly drawn) → 107
# RPL19A-GFP yeast with O=C(c1ccccc1)N1CCN(c2ccc([N+](=O)[O-])c(N3CCOCC3)c2)CC1 → 103
